MPTP inh – blocks calcium-induced mitochondrial swelling | isolated mouse mitochondria, Ca2+ swelling absorbance, 30 min | inhibition, % at 10 µM | 1.4% of 360,000 active | AID 602449;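 active means inhibition of 50% or more, scaled per plate between neutral and stimulator controls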;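 further: 0% = DMSO wells given calcium and 100% = 1 mM EGTA wells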
PfG6PD inh – PfG6PD (Plasmodium falciparum) enzyme inhibition. PfGluPho enzyme, NADPH resazurin-diaphorase fluorescence. inhibition, % at 20 µM. 0.78% of 350,000 active. AID 504690;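 active means inhibition reaching at least a set limit at 20 µM in the primary screen, cut at about 59% in these data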;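 further: 0% = DMSO wells with substrate and 100% = DMSO wells lacking glucose-6-phosphate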
SENP6 inh – SENP6 protease inhibition | Q9GZR1 | Recombinant SENP6 catalytic domain, aminoluciferin luminescence | inhibition, % at 10 µM | 1.8% of 330,000 active | AID 2599;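 active means inhibition above about 50% at the single tested dose, limit read from the data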;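 further: plate controls were DMSO wells with enzyme for no effect and DMSO wells lacking enzyme for full effect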
Target sequence (Q9GZR1 628-1112 limits assumed): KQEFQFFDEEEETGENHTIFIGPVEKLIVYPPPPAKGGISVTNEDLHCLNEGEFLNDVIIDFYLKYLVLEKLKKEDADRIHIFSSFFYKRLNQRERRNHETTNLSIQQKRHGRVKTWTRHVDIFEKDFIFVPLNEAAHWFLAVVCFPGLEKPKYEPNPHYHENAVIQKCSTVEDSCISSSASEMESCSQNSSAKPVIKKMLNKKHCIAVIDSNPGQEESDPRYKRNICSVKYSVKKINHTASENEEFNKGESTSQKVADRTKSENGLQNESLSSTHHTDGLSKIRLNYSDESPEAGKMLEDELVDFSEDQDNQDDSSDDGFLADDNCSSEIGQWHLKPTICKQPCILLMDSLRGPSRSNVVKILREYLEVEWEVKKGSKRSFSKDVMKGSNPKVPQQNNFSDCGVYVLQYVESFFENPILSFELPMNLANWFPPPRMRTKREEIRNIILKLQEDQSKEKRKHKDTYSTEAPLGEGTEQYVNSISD
SENP8 block – blocks human SENP8 cleavage of Nedd8 substrate; Q96LD8; recombinant SENP8, Nedd8 substrate fluorescence; inhibition, % at 20 µM; 0.64% of 360,000 active; in the data active means inhibition mostly above about 40%, no sharp cut-off; inactive means mostly below about 27%
Target sequence (Q96LD8 whole entry, looked up): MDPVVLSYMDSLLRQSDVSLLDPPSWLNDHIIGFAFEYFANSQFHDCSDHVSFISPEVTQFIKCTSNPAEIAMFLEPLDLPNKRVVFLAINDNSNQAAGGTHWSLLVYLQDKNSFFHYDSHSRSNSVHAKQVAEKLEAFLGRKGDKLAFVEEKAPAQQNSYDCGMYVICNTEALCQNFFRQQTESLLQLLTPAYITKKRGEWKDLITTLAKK
SENP7 block – inhibitors of human SENP7 protease; Q9BQF6; recombinant SENP7, Z-RLRGG-aminoluciferin luminescence, 40 min; inhibition, % at 5 µM; 1.5% of 330,000 active; AID 434973;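 active means inhibition above about 50% at the single test dose, limit read from the data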;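 further: plate controls were DMSO with enzyme for no effect and no enzyme buffer wells for full effect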
Target sequence (Q9BQF6 706-1050 limits assumed): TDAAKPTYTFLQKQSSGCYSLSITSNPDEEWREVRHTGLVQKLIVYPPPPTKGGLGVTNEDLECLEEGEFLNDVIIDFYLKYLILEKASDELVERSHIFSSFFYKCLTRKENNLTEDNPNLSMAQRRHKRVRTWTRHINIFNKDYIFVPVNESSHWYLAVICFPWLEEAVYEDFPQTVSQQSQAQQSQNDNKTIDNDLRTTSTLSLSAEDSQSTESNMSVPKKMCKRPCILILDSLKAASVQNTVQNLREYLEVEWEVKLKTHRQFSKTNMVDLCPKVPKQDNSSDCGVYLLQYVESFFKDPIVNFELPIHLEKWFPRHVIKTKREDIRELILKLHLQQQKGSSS
HKDC1 inhibitor – inhibitors of human hexokinase HKDC1; Q2TB90; inhibition, % at 20 µM; 0.16% of 340,000 active; recombinant HKDC1, G6PDH/diaphorase resazurin coupled fluorescence; AID 493160;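 active means inhibition above about 35% when tested at 20 µM, limit read from the data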;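 further: plate controls were DMSO wells with enzyme for no effect and DMSO wells lacking enzyme for full effect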
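Test system: HK5 enzyme. Quantity: 5 µg/mL HK5 final. Reagent: glucose and ATP substrates. Schedule: 90 min reaction incubation at room temperature, dark. Technique: resazurin-to-resorufin fluorescence via G6PDH and diaphorase coupling, 525/613 nm. Control set: DMSO wells with and without enzyme mix.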
ATG4B inh – ATG4B (human) cysteine protease inhibition | ATG4B cleavage of LC3-PLA2, NBD-HPC fluorescence, 1 h | 0.51% of 340,000 active | Q9Y4P1 | inhibition, % at 8.33 µM; in the data active means inhibition above about 40%
NR3A LBD binder – modulates the human NR3A ligand-binding domain. NR3A LBD differential scanning fluorimetry, Tm shift; 0% = protein alone, 100% = glycine-bound protein. 2.5% of 340,000 active. Tm shift relative to glycine control, % at 25 µM;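 active means melting temperature shift of at least 10% of the positive control shift, at one fixed dose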
The depositor's hits bear a star; · = not tested or not shown.

compound | SENP6 inh | HKDC1 inhibitor | PfG6PD inh | NR3A LBD binder | ATG4B inh | SENP8 block | MPTP inh | SENP7 block
Cc1cc(NC(=O)CSCC(=O)OC(C)C(=O)N(C)Cc2ccccc2)no1 (stereo unspecified) | -17.6 | -1.3 | -4.9 | -0.1 | -7.5 | 3.7 | 0.0 | -4.6
Cc1cc(O)ccc1N/C=C1\CCCC1=O | 9.5 | 3.0 | 51.1 | -5.0 | 3.6 | -16.0 | 0.1 | -5.5
CC(=O)N1CCN(Cc2nc3cc(NC(=O)c4ccccc4C)ccc3n2C)CC1 | -2.9 | 3.6 | -15.0 | -4.0 | 5.2 | 16.6 | 0.2 | 3.1
COc1ccc(OCC(=O)N2CCN(C(=O)COc3ccc(Br)cc3)CC2)cc1 | -0.2 | -0.7 | 4.0 | 1.1 | -5.0 | 10.5 | 1.9 | 10.0
Cc1ccc2nc(N(CCN(C)C)C(=O)c3ccc4ccccc4c3)sc2c1 | 7.0 | 2.5 | -6.9 | 11.9* | 5.1 | 9.0 | 0.2 | 3.5
CCOc1ccccc1CN1CCN(Cc2c[nH]c3ccccc23)CC1CCO (stereo unspecified) | -0.5 | -4.8 | -9.8 | -0.5 | 1.7 | -3.9 | 1.1 | -0.7
CN(C)CCCNc1ncnc2sc(-c3ccccc3)cc12 | 18.0 | -8.6 | 5.0 | -0.4 | -4.2 | -406.2 | -0.6 | -5.7
COc1ccc(N2CCCC2=N)c(OC)c1 | -28.6 | 0.7 | 14.9 | 2.6 | 11.0 | 13.9 | 2.7 | 1.7
CCOc1ccccc1NC(=O)c1ccc2[nH]c(C)c(C)c2c1 | 13.8 | -3.0 | 27.9 | -9.7 | 6.9 | -48.6 | -0.7 | 2.4
CCOc1ncc(S(=O)(=O)N2CCN(CC)CC2)cc1C(=O)O | -13.3 | -1.0 | 10.1 | 0.4 | -9.1 | -3.1 | 1.7 | -5.8
O=C(NCc1ccco1)c1cc([N+](=O)[O-])ccc1N1CCOCC1 | 94.6* | -5.1 | 11.6 | 1.9 | 0.8 | 18.1 | 0.9 | -11.8
CC(O)Cn1c(N2CCCC2)nc2c1c(=O)n(C)c(=O)n2C (stereo unspecified) | 3.8 | -8.1 | -2.9 | 0.3 | -6.8 | 11.5 | 0.9 | -6.7
Cc1ccc(-n2ccnc(SCC(=O)NC3CCCCC3)c2=O)cc1F | 2.4 | -3.9 | 13.4 | -1.2 | -7.7 | -284.3 | 1.2 | 1.8
O=C1NC2(CCCCC2)N=C1c1ccccc1 | -8.7 | 6.1 | -12.5 | 0.6 | 2.7 | 7.0 | -1.1 | -0.8
COc1ccc(-c2cc(C(F)(F)F)nc(-n3cc(Br)cn3)n2)cc1 | -7.0 | 1.1 | 7.6 | -11.0 | 0.0 | -290.8 | 1.2 | 1.7
Cc1cccc(NC(=O)CSc2nc3ccccc3c3nc(CCc4c(C)n[nH]c4C)nn23)c1 | -13.0 | 4.8 | -1.4 | -2.7 | 2.0 | 11.9 | 3.3 | -4.7
CCn1c(=O)cc(SCC(=O)NCc2cccnc2)c2ccccc21 | -2.9 | -14.7 | -3.9 | 0.2 | -9.8 | -32.9 | -1.3 | -0.7
CC(=O)c1c[nH]c(C(=O)NCc2ccccc2Cl)c1 | -20.3 | -3.2 | -11.0 | -2.3 | -2.5 | 6.4 | 1.0 | -7.6
O=C(CN1C(=O)NC2(CCCC2)C1=O)OCc1ccccc1F | -3.0 | -5.5 | 2.3 | 0.1 | -14.4 | 3.3 | 0.6 | 5.1
CCOc1ccccc1-n1nnnc1SCC(=O)N1CCCC1=O | -0.1 | 1.6 | -28.8 | -1.6 | 4.8 | 14.4 | -1.2 | 4.2
O=C(COC(=O)CCC(=O)c1ccc(F)cc1)Nc1nnc(-c2ccccc2)o1 | -5.3 | -2.6 | -0.7 | -0.9 | -0.5 | -127.5 | 5.9 | -3.0
C/C(=C\COc1cc(=O)[nH]c2ccccc12)CCC(O)C(C)(C)O (stereo unspecified) | 8.1 | -3.6 | -0.8 | -0.5 | -16.8 | 6.4 | -1.1 | -5.3
COc1cc(/C=C(\NC(C)=O)C(=O)Nc2ccc(NC(C)=O)cc2)ccc1OC(C)=O | -9.6 | 5.5 | -11.6 | -3.6 | 3.3 | 25.5 | 8.3 | 11.1
CCOC(=O)c1sc(N2C(=O)C(O)=C(C(=O)c3ccco3)C2c2ccc(C)o2)nc1C (stereo unspecified) | 7.7 | 8.1 | 3.3 | -5.2 | -5.4 | -21.9 | 3.6 | 8.5
COc1ccc(NC(=O)c2cnc3ccccn3c2=O)c(OC)c1 | · | -2.9 | 2.5 | 0.3 | 1.6 | 22.9 | 0.6 | ·
CCCNC(=O)C1CN(C(=O)c2nn(Cc3ccccc3)c(=O)c3ccccc23)c2ccccc2O1 (stereo unspecified) | -10.3 | -1.3 | 5.9 | -0.8 | -0.3 | 11.0 | -0.1 | 6.3
COc1ccc(NC(=O)COC(=O)c2c(-c3ccccc3)noc2C)cc1 | 8.2 | -6.7 | -12.5 | 1.9 | -3.4 | 0.0 | 0.3 | 3.7
COCCN(C(=O)C(C)N1C(=O)c2ccccc2C1=O)c1c(N)n(CC(C)C)c(=O)[nH]c1=O (stereo unspecified) | · | 0.1 | -19.6 | 0.2 | -2.3 | 9.7 | 1.3 | ·
COc1ccc(/C=N/Nc2nc3ccccc3o2)cc1O | 45.3 | -3.9 | 23.2 | -3.6 | -15.0 | -15.5 | -1.1 | 72.6*
COc1ccc(C2NC(=O)N(C)C3=C2C(=O)CC(C)(C)C3)cc1OC (stereo unspecified) | -5.5 | -7.5 | -15.6 | -1.7 | 6.4 | -237.2 | 1.8 | 3.2
CCC(C)NC(=O)Nc1ccccc1F (stereo unspecified) | 4.6 | -1.7 | -8.2 | -1.1 | 1.6 | -1.2 | -0.4 | 1.6
CCN(CC)S(=O)(=O)c1cccc(C(=O)N2CCCc3ccccc32)c1 | -3.7 | 0.3 | -7.0 | -1.4 | -8.0 | 5.0 | -0.3 | -4.8
CC(OC(=O)c1ccccc1N1C(=O)C2C3CCC(C3)C2C1=O)C(=O)c1ccccc1 (stereo unspecified) | -3.3 | 1.4 | -11.7 | -0.1 | -3.5 | 13.1 | -1.9 | -4.6
CC(C)(C)C(=O)Nc1ncccc1C(O)c1cccc(C(F)(F)F)c1 (stereo unspecified) | 13.2 | -3.8 | 3.2 | -2.4 | 10.4 | 14.3 | 0.6 | -2.9
Cn1c(=O)n(C)c2cc(S(=O)(=O)Nc3cc(Cl)ccc3O)ccc21 | 9.2 | 10.7 | 4.9 | -33.2 | -5.3 | -3.6 | -0.8 | 7.3
Cc1c(OCc2ccccc2)c(=O)ccn1Cc1ccc(Cl)cc1 | -20.2 | 2.9 | 31.5 | -13.9 | -14.6 | 19.8 | 2.1 | 3.7
CCC(C)(O)c1[nH]c2ccc(C#N)cc2c1C (stereo unspecified) | -17.4 | -7.5 | -15.2 | 3.2 | 8.1 | -41.7 | -0.7 | 12.7
O=C(N/N=C/c1cc([N+](=O)[O-])ccc1O)C(O)(c1ccccc1)c1ccccc1 | 1.0 | -15.5 | -29.3 | 4.6 | 6.1 | 5.3 | 1.3 | 5.0
COc1ccccc1C(=O)COC(=O)Cc1n[nH]c(=O)c2ccccc12 | 1.1 | -5.8 | 5.4 | -1.8 | -2.5 | 2.1 | -2.2 | 3.5
Cn1c(SCC(=O)Nc2nccs2)nnc1-c1ccccn1 | -4.9 | -3.1 | -4.5 | -1.3 | -0.7 | -0.3 | -0.8 | 0.2
Cc1coc2c(C)c3oc(=O)c(CCC(=O)NCCCn4ccnc4)c(C)c3cc12 | -4.5 | -0.4 | -5.9 | -1.8 | -29.5 | -3.7 | -1.7 | -0.5
CCCCOc1ccc(C(=O)NCCCC(=O)N2CCCCC2)cc1 | -5.1 | -1.0 | 2.4 | 0.5 | -5.0 | 5.3 | 1.0 | 9.8
CC(C(=O)NCc1ccccn1)N1C(=O)c2ccccc2C1=O (stereo unspecified) | -10.8 | 1.4 | -20.1 | -0.5 | 5.0 | 12.4 | 0.5 | 2.3
CCc1n[nH]c2c1/C(=N\O)CC(C)(C)C2 | -16.7 | -7.1 | -8.9 | -0.4 | 1.4 | 15.1 | -1.3 | -13.2
CCCOc1ccc(N2CC(C(=O)Nc3ccccc3F)CC2=O)cc1 (stereo unspecified) | 7.2 | -3.5 | 0.3 | -0.7 | 1.0 | 17.6 | 1.7 | 8.3
Cc1csc(SCC(=O)c2cc(C)n(Cc3cccs3)c2C)n1 | 47.8 | 8.2 | 0.0 | 0.5 | 9.1 | 21.2 | 7.0 | 12.6
Cc1ccc(C(=O)c2c(NC(=O)c3ccccc3)sc(C)c2C)cc1 | -6.7 | -5.0 | 53.7 | 0.4 | 5.5 | 24.4 | 6.0 | 0.8
O=C(O)c1sccc1S(=O)(=O)N1CCOCC1 | 0.2 | -0.6 | 11.7 | 10.6* | 2.1 | 2.1 | -1.0 | -3.7

Fetched by compound from above, 2 records:
compound | SENP6 inh | HKDC1 inhibitor | PfG6PD inh | NR3A LBD binder | ATG4B inh | SENP8 block | MPTP inh | SENP7 block
COc1ccc(OCC(=O)N2CCN(C(=O)COc3ccc(Br)cc3)CC2)cc1 | -0.2 | -0.7 | 4.0 | 1.1 | -5.0 | 10.5 | 1.9 | 10.0
O=C(NCc1ccco1)c1cc([N+](=O)[O-])ccc1N1CCOCC1 | 94.6* | -5.1 | 11.6 | 1.9 | 0.8 | 18.1 | 0.9 | -11.8

Next part
compound | SENP6 inh | HKDC1 inhibitor | PfG6PD inh | NR3A LBD binder | ATG4B inh | SENP8 block | MPTP inh | SENP7 block
CC1(C)CC(NC(=O)c2c(N)no[n+]2[O-])CC(C)(C)N1 | -1.5 | -4.4 | -4.1 | 0.3 | 3.6 | 8.7 | 0.5 | -5.7
Cc1cccc(C(=O)Oc2ccc(/C=N/NC(=O)c3ccc(O)cc3)cc2)c1 | 27.6 | 6.4 | 4.3 | 23.0* | 5.2 | 2.1 | -0.3 | 5.1
C=CCN(C(=O)c1ccccc1)C1CCS(=O)(=O)C1 (stereo unspecified) | -33.5 | -4.1 | -9.2 | 0.6 | -6.6 | 1.7 | 0.2 | 3.7
Cc1cc(C(F)(F)F)c2c(C)nn(CCc3nn[nH]n3)c2n1 | -23.8 | -4.3 | -11.2 | -1.0 | -9.1 | -306.8 | -5.2 | 0.4
Cc1ccc(C(=O)Nc2nnc(-c3cccs3)s2)cc1C | -3.0 | -12.7 | -26.0 | -0.1 | -10.0 | -469.2 | 0.8 | -3.9
Cc1c(NC(=O)c2noc3c2CCc2ccccc2-3)c(=O)n(-c2ccccc2)n1C | 25.4 | 12.9 | -0.1 | -1.4 | -3.3 | 15.5 | 0.2 | 11.8
COc1ccccc1C1C(C(N)=O)=C(C)Nc2nc(CCCO)nn21 (stereo unspecified) | 1.6 | -4.8 | -14.1 | -3.0 | -0.3 | 4.6 | -1.1 | 2.8
O=C(Cn1cc(S(=O)(=O)Cc2cccc([N+](=O)[O-])c2)c2ccccc21)N1CCOCC1 | -19.6 | -7.5 | 9.5 | 1.7 | 0.3 | 8.9 | 0.0 | 0.3
Cc1cccc2c(N=O)c(O)n(CCc3ccccc3)c12 | -16.8 | 0.8 | 18.3 | -0.3 | -6.2 | 16.2 | 2.6 | 4.0

A few values from the list:
Cc1ccc(C(=O)Nc2nnc(-c3cccs3)s2)cc1C in SENP8 block has -469.2
COc1ccccc1C1C(C(N)=O)=C(C)Nc2nc(CCCO)nn21 (stereo unspecified) in HKDC1 inhibitor has -4.8
Cc1cccc2c(N=O)c(O)n(CCc3ccccc3)c12 in ATG4B inh has -6.2

The order is random (roughly 6.9% active in at least one column).
